ARNT TACC3 PPI: ARNT/TACC3 interaction disruption | Q9Y6A5 | AlphaScreen His-ARNT PAS-B/GST-TACC3 binding, luminescence; TACC3 fragment carries E629A point mutation | actives 0.66% (n = 390,000) | inhibition, % at 9.99 µM;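 active = mean inhibition of replicates at least 50% and at least half of replicates each reaching 50%; inconclusive = half or more replicates reach 50% but mean below 50%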;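 also: 0% = complete ARNT plus TACC3 wells and 100% = ARNT alone without TACC3; many hits fall short of the cut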
PglD inh: inhibitors of Campylobacter jejuni PglD acetyltransferase; purified PglD enzyme, DTNB colorimetric CoA detection; actives 0.098% (n = 360,000); inhibition, % at 12.5 µM; in the data active = inhibition above about 16%, passing the limit was not always enough; inconclusive = no clear call, values can overlap the other calls; also: strong numbers were not always called active
E-selectin induc: E-selectin induction on HUVECs | P16581 | HUVEC E-selectin immunofluorescence imaging; normalized: neutral wells 0, TNF-alpha wells 100 | activation, % at 7.58 µM | actives 0.37% (n = 260,000);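 active = mean E-selectin-positive cell signal at least 10% of the positive control, reached in at least 60% of replicates, without over 20% cell loss; inconclusive = no rule given, readout overlaps actives, possibly toxicity-flagged; inactive = the rest, including those meeting only one limit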;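 also: in these data hits start at about 27%; measured in HUVEC primary endothelial cells; signal is the percent of cells scored E-selectin positive by PE staining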
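Test system – human umbilical vein endothelial cells (HUVEC), E-selectin induction · Input – 3,000 HUVEC seeded per well · Buffer or medium – EGM-2, gelatin · Compound dosing – single-point compound dose · Detection – immunofluorescence imaging · Measure – percent E-selectin-positive cells · Controls – TNF-alpha high, DMSO low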
RAD54 inh: RAD54 (human) branch migration inhibition; RAD54 Holliday junction branch migration, FAM/BHQ fluorescence; inhibition, % at 10.4 µM; actives 0.14% (n = 360,000); Q92698;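 active = mean normalized replicate activity at least 40 and at least half of replicates scoring 40 or more; inconclusive = only one of the two criteria met; inactive = mean below 40 and under half of replicates reaching 40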;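 also: 0% = median of neutral control wells and 100% = median of positive control wells; inhibitors cause a drop in the FAM fluorescence signal; in these data hits start at about 50%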
Target sequence (Q92698 whole entry, looked up): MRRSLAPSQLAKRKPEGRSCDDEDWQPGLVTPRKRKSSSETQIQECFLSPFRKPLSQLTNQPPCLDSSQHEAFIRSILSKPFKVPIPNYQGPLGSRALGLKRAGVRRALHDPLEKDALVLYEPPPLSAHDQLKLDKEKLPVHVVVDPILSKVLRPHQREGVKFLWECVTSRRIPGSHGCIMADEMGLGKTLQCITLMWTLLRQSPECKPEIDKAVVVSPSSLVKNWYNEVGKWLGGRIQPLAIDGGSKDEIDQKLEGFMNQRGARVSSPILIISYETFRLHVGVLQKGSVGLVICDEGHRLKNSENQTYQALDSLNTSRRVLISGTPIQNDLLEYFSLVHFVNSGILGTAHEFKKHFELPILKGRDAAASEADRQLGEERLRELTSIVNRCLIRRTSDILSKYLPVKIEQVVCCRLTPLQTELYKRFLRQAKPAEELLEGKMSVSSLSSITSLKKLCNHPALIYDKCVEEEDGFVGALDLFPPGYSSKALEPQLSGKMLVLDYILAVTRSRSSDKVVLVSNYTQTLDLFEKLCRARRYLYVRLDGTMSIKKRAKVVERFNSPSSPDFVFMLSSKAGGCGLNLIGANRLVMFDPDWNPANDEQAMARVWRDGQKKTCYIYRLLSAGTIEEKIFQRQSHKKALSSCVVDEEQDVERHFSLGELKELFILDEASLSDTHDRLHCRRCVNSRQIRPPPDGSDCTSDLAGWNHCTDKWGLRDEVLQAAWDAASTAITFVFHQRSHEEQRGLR
esBAF inh: blocks esBAF chromatin remodeling in mouse ES cells; Bmi1-luciferase knock-in reporter, 24 h; 100% = twice the neutral-well signal; reporter increase, % at 12.5 µM; actives 2% (n = 350,000); AID 602393; in the data active = activation above about 40%; inconclusive = no clear call, values can overlap the other calls;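 also: 0% = median of the plate's neutral control wells and 100% = double that signal; a rise in the Bmi1 reporter signal indicates esBAF inhibition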
CASP6 VEID inh: inhibitors of human caspase-6 | inhibition, % at 12.5 µM | P55212 | purified caspase-6, Z-VEID-R110 cleavage fluorescence | actives 0.53% (n = 350,000) | AID 686996;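 active = mean inhibition across replicates at least about 35%, with every replicate also reaching that limit, limit read from the data; inconclusive = only one of the two criteria met; inactive = neither criterion met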;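 also: 0% = median of neutral control wells and 100% = no fluorescence left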
Target sequence (P55212 24-179 limits assumed): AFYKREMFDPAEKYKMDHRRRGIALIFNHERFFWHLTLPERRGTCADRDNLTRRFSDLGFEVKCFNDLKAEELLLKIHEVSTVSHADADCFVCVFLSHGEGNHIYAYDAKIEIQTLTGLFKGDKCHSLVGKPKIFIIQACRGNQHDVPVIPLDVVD
Target sequence (P55212 194-293 limits assumed): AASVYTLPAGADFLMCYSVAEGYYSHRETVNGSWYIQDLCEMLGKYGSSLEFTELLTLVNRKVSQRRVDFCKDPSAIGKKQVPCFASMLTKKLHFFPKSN
RAD52 anneal inh: RAD52 (human) annealing inhibition | P43351 | recombinant RAD52 DNA annealing, FRET fluorescence | inhibition, % at 18.7 µM | actives 0.46% (n = 360,000) | AID 651710;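 active = every replicate showing at least 50% inhibition; inconclusive = mean inhibition at least 50% but not in every replicate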
ERp5 inh: blocks human ERp5 reductase activity on insulin; ERp5 insulin aggregation, absorbance 650 nm, 90 min; actives 0.05% (n = 350,000); Q15084; inhibition, % at 9.99 µM;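 active = mean replicate inhibition above about 25%, with every replicate also reaching it, limit read from the data, passing the limit was not always enough; inconclusive = only one of those two criteria met; inactive = neither criterion met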
* hit, by the source's call; ? = inconclusive; / = not tested or not shown; & = joins results of further samples. Not a hit list, and some 3.2% of all compounds hit somewhere here.

SMILES	ARNT TACC3 PPI	PglD inh	E-selectin induc	RAD54 inh	esBAF inh	CASP6 VEID inh	RAD52 anneal inh	ERp5 inh
C=CC(COCc1ccccc1)N(Cc1ccc(OC)cc1)S(=O)(=O)c1ccccc1Br (centres undefined)	-2.0	-2.8	-0.1	3.5	5.6	-1.5	-9.4	2.3
COc1cccc(NC(=O)CN(C)C(C)C(=O)Nc2cc([N+](=O)[O-])ccc2Cl)c1 (centres undefined)	5.1	/	0.1	/	-2.2	4.5	-12.0	15.3
CC(NC(=S)NCCN1CCOCC1)C12CC3CC(CC(C3)C1)C2 (centres undefined)	5.3	/	/	/	/	-5.6	-10.5	5.0
Cc1ccc(OCC(=O)N/N=C/c2ccncc2)cc1C	5.6	/	9.2	/	/	-1.4	-8.5	4.4
O=S(CCc1ccncc1)Cc1ccccc1 (centres undefined)	-1.8	4.5	/	-0.5	3.9	/	/	/
O=C(C[C@@H]1C[C@H]2c3cc(NC(=O)NC4CCCC4)ccc3O[C@H]2[C@@H](CO)O1)NCc1cccnc1	/	/	0.0	/	/	-3.2	-8.1	-4.0
C[C@H]1CCCCO[C@H](CN(C)CC2CC2)[C@@H](C)CN([C@@H](C)CO)C(=O)c2cc(NC(=O)c3ccccc3)ccc2O1	-0.6	5.0	1.7	9.5	-6.7	-8.0	36.6	1.3
OC[C@H]1[C@H]2c3ccccc3NC[C@H]2N1Cc1ccccc1Cl	3.1	-1.8	-0.1	-5.7	-0.3	1.5	-6.9	-1.0
CCOc1ccc(/C=C(\C)C(=O)c2c(C)cc(C)[nH]c2=O)cc1	1.1	5.3	/	-2.3	-5.3	5.0	11.1	-6.2
CC(=O)Nc1ccc(Nc2cc(C)nc3ccccc23)cc1	-0.9	-4.3	0.1	4.4	0.8	3.2	-8.8	3.7
NC(=O)c1cccc(-c2ccnc3c2CC(C(=O)NCCc2ccccc2)O3)c1 (centres undefined)	/	-9.2	-1.8	7.9	11.7	-0.4	2.0	-5.7
CCn1c2ccccc2c2nnc(SCC(=O)Nc3ccc4c(c3)OCO4)nc21	-10.8	-1.4	/	5.7	20.8	/	/	/
O=C(CSc1ncn[nH]1)c1ccco1	/	3.1	/	-14.4	-4.0	-0.6	-15.4	-12.3
CC(=O)CC(=O)Nc1ccc(Cl)cn1	-8.9	/	-0.5	/	/	0.0	-20.2	-0.5
CN(CC(=O)N1CCC(C(N)=O)CC1)S(=O)(=O)c1ccc2ccccc2c1	17.3	/	/	2.3	7.4	1.6	-4.4	-1.5
COc1ccc2cc3c(N)nn(C(=O)Cc4ccccc4OC)c3nc2c1	-4.9	1.3	-0.3	-5.9	-14.4	-1.1	-4.6	14.5
C[C@@H]1CN([C@@H](C)CO)C(=O)Cc2cc(NC(=O)C3CC3)ccc2O[C@H]1CN(C)Cc1ccc(C(F)(F)F)cc1	-0.6	-1.7	-0.4	1.2	-1.0	-5.2	2.9	1.6
COc1ccc(-c2cn(CC[C@@H]3CC[C@@H](NC(=O)Nc4ccc(F)cc4)[C@@H](CO)O3)nn2)cc1	/	/	-0.5	/	/	3.1	7.1	5.1
Cn1cnc(S(=O)(=O)N[C@@H]2CC[C@@H](CC(=O)Nc3ccc(-c4ccccc4)cc3)O[C@@H]2CO)c1	2.6	0.9	0.1	-4.2	2.3	-0.6	4.8	4.2
COC(=O)Cn1c(C)nc2c(sc3nc(C)cc(C)c32)c1=O	-9.1	-5.8	/	0.0	?	/	/	/
Cc1onc(-c2ccccc2Cl)c1C(=O)NCc1ccc(N2CCCC2=O)cc1	-10.2	-4.7	/	2.4	-3.2	/	/	/
CCn1ccnc1CNCc1ccc(OCC(O)CN(C)Cc2ccccc2)cc1 (centres undefined)	46.8*	/	0.2	/	-9.7	-46.0	3.8	-1.8
O=C(Nc1ccccc1Cl)c1cc(=O)c2ccccc2o1	-4.7	-1.6	/	1.6	73.1*	-0.2	-12.4	-8.3
C[C@H]1CN([C@@H](C)CO)C(=O)Cc2cc(NS(C)(=O)=O)ccc2O[C@H]1CN(C)Cc1ccc(-c2ccccc2)cc1	-2.0	5.2	3.1	-14.1	-3.0	3.1	-0.2	1.0
CN(C)S(=O)(=O)c1cccc(C(=O)Nc2cc(S(=O)(=O)N3CCOCC3)ccc2O)c1	3.4	-1.8	/	5.7	/	2.4	-4.7	3.8
The list continues:
SMILES	ARNT TACC3 PPI	PglD inh	E-selectin induc	RAD54 inh	esBAF inh	CASP6 VEID inh	RAD52 anneal inh	ERp5 inh
Cc1ccc(-c2nnn(Cc3nc4ccccc4s3)n2)cc1	-3.3	3.1	/	0.7	-0.9	/	/	/
CCOC(=O)Nc1ccc(C(=O)c2ccncc2)cc1	-8.2	4.9	0.1	-1.9	12.0	-2.8	-11.3	-2.6
CCOC(=O)C(=O)Nc1cc(Cl)ccc1C	-2.8	-3.3	/	9.2	0.9	/	/	/
O=C(CSc1nc2ccccc2s1)Nc1cc(C(=O)O)cc(C(=O)O)c1	-9.7	/	0.0	/	/	-0.9	-9.6	6.9
CCN(CCCNC(=O)CC1Oc2ccc(C)cc2NC1=O)Cc1ccccc1 (centres undefined)	/	3.2	-0.1	-9.8	-9.0	-6.9	-12.4	2.1
CCC(=O)N1C[C@@H](C)[C@@H](OC)CN(C)C(=O)c2cc(NC(=O)NC3CCCC3)ccc2OC[C@H]1C	/	/	0.6	/	/	0.2	-2.1	-9.2
CC(C)(C)OC(=O)NCC(=O)N1CCC(C(=O)O)CC1	9.2	2.6	/	-1.8	1.7	/	/	/
Cc1cc(CN2CCCC(CNC(=O)c3ccc(F)cc3)C2)cc(C)c1O (centres undefined)	4.2	/	6.0	/	/	0.1	-5.8	4.0
COC(=O)C[C@H]1CC[C@@H]2[C@H](COc3ccc(NC(=O)Nc4cccc(C)c4)cc3C(=O)N2C)O1	1.4	-1.4	0.0	-12.6	10.7	1.2	-3.4	8.7
CCOc1ccc(N2CC(C(=O)Nc3nnc(SCCOC)s3)CC2=O)cc1 (centres undefined)	-5.8	-2.9	0.4	0.8	2.3	2.2	-5.5	1.8
COc1ccccc1N1CCN(C2CCCCC2NS(=O)(=O)c2ccc(Cl)cc2)CC1 (centres undefined)	4.9	-0.2	/	-4.7	-0.3	/	/	/
Cc1cc(=O)c2ccc(Cl)cc2[nH]1	2.7	-3.6	0.0	-9.3	-1.3	/	/	/
C[C@@H]1CCCCO[C@@H](CN(C)C(=O)Nc2ccc(C(F)(F)F)cc2)[C@@H](C)CN([C@H](C)CO)C(=O)c2cc(NC(=O)Nc3ccc(C(F)(F)F)cc3)ccc2O1	-27.9	-5.7	-0.2	-3.6	-10.1	/	/	/
CC(C)Cn1cnc2c(SCc3ccccc3F)nc(N)nc21	-3.7	2.3	-0.1	3.1	/	0.3	-1.3	2.1
C[C@H](CO)N1C[C@H](C)[C@@H](CN(C)Cc2ccc(C(=O)O)cc2)Oc2c(NS(=O)(=O)c3cn(C)cn3)cccc2C1=O	-6.8&-2.2	-0.3&-6.3	-2.8&-0.1	1.0&-6.1	-2.5&2.3	-3.7&0.5	8.2&-7.0	-1.3&3.0
Cn1cccc1/C=N/N1CCN(Cc2ccccc2)CC1	5.5	/	3.9	/	3.9	-2.6	-23.1	-0.9
O=C(COc1ccc2c3c(c(=O)oc2c1)CCCC3)NCCCN1CCCC1=O	8.2	4.2	/	3.6	4.2	1.9	-3.4	-2.5
CCc1cc(CNC(=O)CCc2nnc(CCCc3ccccc3)o2)on1	2.8	-0.5	3.9	6.7	57.1*	-3.0	-10.4	-1.4
CN(C)C(=O)c1cccc(-c2ccc([C@H]3[C@H]4CN(C(=O)Cc5ccccc5)CC(=O)N4[C@H]3CO)cc2)c1	/	/	0.2	/	/	2.4	-16.4	-3.7
CCCCN(C)C(=O)c1oc2ccc(S(=O)(=O)N3CCCCCC3)cc2c1C	-0.4	9.2	/	10.6	15.3	/	/	/
N#Cc1cccnc1Oc1ccccc1	5.8	-1.1	-0.1	-5.3	-6.3	-1.2	-10.0	2.5
CC(=O)c1cc2c(cc1NC(=O)Cc1ccsc1)OCO2	-0.9	4.9	-2.0	5.3	0.9	-1.0	-6.2	/
COc1ccc(C2=Nc3ccccc3NC(=O)C2N(Cc2ccc(F)cc2)C(=O)c2ccco2)cc1 (centres undefined)	/	-2.5	0.0	-0.4	29.7	5.5	-20.3	-0.4
CCc1nnc(NC(=O)C2Cc3ccccc3CN2S(=O)(=O)c2ccc(C)cc2)s1 (centres undefined)	10.3	-34.8	/	17.7	17.0	/	/	/
CC(NC(=O)C1CCN(Cc2ccc(Oc3ccccc3)cc2)CC1)c1cccc2ccccc12 (centres undefined)	/	-6.9	0.0	-5.5	-3.5	-3.2	-18.4	-1.0
C[C@H](CO)N1C[C@H](C)[C@@H](CN(C)C(=O)Nc2ccccc2)Oc2c(NC(=O)c3nc4ccccc4s3)cccc2C1=O	1.1	-6.5	0.2	-2.2	0.1	-2.3	2.3	1.5
C/C=C/c1ccc([C@H]2[C@H](CO)N(C(=O)c3cnccn3)C23CN(C(=O)C2CC2)C3)cc1	/	/	0.0	/	/	-2.7	-11.3	-3.0

Of the compounds above, 8 contain a Cl atom.
SMILES	ARNT TACC3 PPI	PglD inh	E-selectin induc	RAD54 inh	esBAF inh	CASP6 VEID inh	RAD52 anneal inh	ERp5 inh
COc1cccc(NC(=O)CN(C)C(C)C(=O)Nc2cc([N+](=O)[O-])ccc2Cl)c1 (centres undefined)	5.1	/	0.1	/	-2.2	4.5	-12.0	15.3
OC[C@H]1[C@H]2c3ccccc3NC[C@H]2N1Cc1ccccc1Cl	3.1	-1.8	-0.1	-5.7	-0.3	1.5	-6.9	-1.0
CC(=O)CC(=O)Nc1ccc(Cl)cn1	-8.9	/	-0.5	/	/	0.0	-20.2	-0.5
Cc1onc(-c2ccccc2Cl)c1C(=O)NCc1ccc(N2CCCC2=O)cc1	-10.2	-4.7	/	2.4	-3.2	/	/	/
O=C(Nc1ccccc1Cl)c1cc(=O)c2ccccc2o1	-4.7	-1.6	/	1.6	73.1*	-0.2	-12.4	-8.3
CCOC(=O)C(=O)Nc1cc(Cl)ccc1C	-2.8	-3.3	/	9.2	0.9	/	/	/
COc1ccccc1N1CCN(C2CCCCC2NS(=O)(=O)c2ccc(Cl)cc2)CC1 (centres undefined)	4.9	-0.2	/	-4.7	-0.3	/	/	/
Cc1cc(=O)c2ccc(Cl)cc2[nH]1	2.7	-3.6	0.0	-9.3	-1.3	/	/	/

Screening data (PubChem)
